Source: PubChem BioAssay
TROY NFkB inh: TROY signaling inhibition | Q293 LMP1-TROYcd NF-kB luciferase reporter, 4 h | inhibition, % at 10 µM | 360,000 tested, 0.98% active;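 active means compounds whose plate-normalised and pattern-corrected inhibition of the luciferase reporter signal at the single screening dose is 50% or more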
COUP-TFII inh: NR2F2 (human) inhibition, primary screen; inhibition, % at 8.6 µM; P24468; 370,000 tested, 0.7% active; AID 686940; HEK293T NGFI-A luciferase reporter, luminescence;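 active means inhibition above a per-plate cutoff, mean inhibition of test wells between control levels plus 3 SD, cut at about 38% in these data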;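 further: cells cotransfected with COUP-TFII expression vector driving the NGFI-A reporter; 0% = median of COUP-TF2 test wells and 100% = reporter-only cells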
TWEAK-Fn14 inh: blocks TWEAK-Fn14 interaction in a reporter cell assay; 360,000 tested, 2% active; AID 1159606; inhibition, % at 10 µM; TWEAK-stimulated Fn14 reporter cells, luciferase luminescence, 8 h; in the data active means inhibition above about 50%
LRH-1 inv ag: suppresses constitutive activity of human LRH-1; HEK293T StAR-luciferase reporter, LRH-1 transfected, 24 h; inhibition, % at 3.6 µM; 360,000 tested, 0.13% active; AID 602396;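 active means inhibition above the mean inhibition of all tested compounds plus 3 SD, cut at about 73% in these data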;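 further: 0% = DMSO wells and 100% = reporter-only cells lacking LRH-1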
NCOA2 inhibitor: human SRC2 (NCOA2) inhibition | Q15596 | AID 651957 | inhibition, % at 9 µM | HEK293 GAL4-SRC2 luciferase reporter, luminescence | 370,000 tested, 0.17% active;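 active means inhibition above the mean inhibition of all tested compounds plus 3 SD, set per campaign, cut at about 52% in these data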;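 further: 0% = DMSO treated cells and 100% = cells given Gossypol at 36 µM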
Target sequence (Q15596 whole entry, looked up, the tested form may be a part): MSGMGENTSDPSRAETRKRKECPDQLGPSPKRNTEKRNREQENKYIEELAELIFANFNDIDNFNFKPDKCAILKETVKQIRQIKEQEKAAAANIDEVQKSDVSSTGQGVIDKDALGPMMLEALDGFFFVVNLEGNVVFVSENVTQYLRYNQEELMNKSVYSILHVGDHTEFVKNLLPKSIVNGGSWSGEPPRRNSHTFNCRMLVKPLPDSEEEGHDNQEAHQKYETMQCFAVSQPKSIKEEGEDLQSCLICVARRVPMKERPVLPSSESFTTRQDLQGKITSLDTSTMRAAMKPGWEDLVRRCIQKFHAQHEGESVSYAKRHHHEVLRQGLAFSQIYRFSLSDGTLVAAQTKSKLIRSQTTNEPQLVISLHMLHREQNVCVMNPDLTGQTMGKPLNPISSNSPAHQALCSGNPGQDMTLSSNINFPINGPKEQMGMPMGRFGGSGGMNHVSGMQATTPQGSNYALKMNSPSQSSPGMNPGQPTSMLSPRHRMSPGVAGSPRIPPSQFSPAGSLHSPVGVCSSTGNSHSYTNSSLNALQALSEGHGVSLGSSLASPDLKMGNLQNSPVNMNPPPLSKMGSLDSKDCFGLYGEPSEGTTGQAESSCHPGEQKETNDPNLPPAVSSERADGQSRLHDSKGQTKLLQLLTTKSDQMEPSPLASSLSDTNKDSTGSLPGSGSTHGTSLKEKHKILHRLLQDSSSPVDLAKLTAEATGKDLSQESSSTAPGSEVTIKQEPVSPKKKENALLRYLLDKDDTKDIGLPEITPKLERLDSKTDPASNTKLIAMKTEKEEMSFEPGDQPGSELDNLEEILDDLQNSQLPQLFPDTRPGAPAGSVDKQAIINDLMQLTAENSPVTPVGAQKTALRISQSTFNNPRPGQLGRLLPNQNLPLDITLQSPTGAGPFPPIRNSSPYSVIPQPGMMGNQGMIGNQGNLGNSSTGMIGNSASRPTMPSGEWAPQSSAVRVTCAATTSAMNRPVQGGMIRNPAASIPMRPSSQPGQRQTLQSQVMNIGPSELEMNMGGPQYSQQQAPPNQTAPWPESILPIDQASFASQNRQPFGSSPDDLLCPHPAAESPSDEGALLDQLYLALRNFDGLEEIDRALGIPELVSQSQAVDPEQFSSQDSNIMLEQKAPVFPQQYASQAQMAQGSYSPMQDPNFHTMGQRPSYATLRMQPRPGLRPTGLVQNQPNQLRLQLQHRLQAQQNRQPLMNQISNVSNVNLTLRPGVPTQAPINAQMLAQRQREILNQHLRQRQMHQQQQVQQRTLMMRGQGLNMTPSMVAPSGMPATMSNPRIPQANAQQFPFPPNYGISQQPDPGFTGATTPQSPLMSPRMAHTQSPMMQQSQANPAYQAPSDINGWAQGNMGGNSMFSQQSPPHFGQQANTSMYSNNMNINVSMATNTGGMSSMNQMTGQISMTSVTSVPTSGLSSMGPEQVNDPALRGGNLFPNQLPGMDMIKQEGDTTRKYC
LMP1 NFkB inh: inhibitors of Epstein-Barr LMP1-induced NF-kappaB reporter; AID 504558; inhibition, % at 12.5 µM; LMP1-induced NF-kappaB luciferase reporter cells, luminescence; 350,000 tested, 0.69% active; in the data active means inhibition above about 41%;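 further: 0% = neutral control wells and 100% = reference inhibitor control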
NOD2 RIPK2 PPI: NOD2-RIPK2 protein interaction inhibition | inhibition, % at 4.98 µM | 360,000 tested, 0.38% active | CHO BLA complementation NOD2-RIPK2, CCF4 ratio | AID 624267 | O43353; in the data active means inhibition above about 21%;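 further: 0% = vehicle only and 100% = reference blocker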
TLR9-MyD88 block: inhibitors of human TLR9-MyD88 binding. Q9NR96+Q99836. CHO BLA complementation TLR9-MyD88, CCF4 FRET ratio. inhibition, % at 4.98 µM. 340,000 tested, 0.21% active;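 active means inhibition above the mean over all tested compounds plus 3 SD, cut at about 21% in these data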;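 further: 0% = DMSO only wells and 100% = clavulanate BLA inhibitor control wells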
C8 TRAIL sens: caspase-8 TRAIL sensitization; inhibition (viability loss, TRAIL sensitization), % at 10 µM; 360,000 tested, 1% active; NB7+C8 cells + TRAIL, ATPlite viability luminescence;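 active means compounds causing at least 50% loss of cell viability in the single-dose screen, relative to plate controls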
NCOA3 inh: human NCOA3 inhibition | Q9Y6Q9 | HEK293 GAL4-SRC3 luciferase reporter, luminescence | inhibition, % at 3.6 µM | 360,000 tested, 0.17% active | AID 588352;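 active means inhibition above a per-campaign cutoff, the mean of all compounds plus 3 SD, cut at about 60% in these data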;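 further: 0% = DMSO-treated cells and 100% = gossypol-treated cells at 36 µM; higher means less SRC3-driven luciferase light from the GAL4 reporter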
NCOA1 inh: inhibits human SRC1 coactivator. Q15788. HEK293 GAL4-SRC1 luciferase reporter, luminescence. inhibition, % at 3.6 µM. 360,000 tested, 0.12% active;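 active means inhibition above the campaign mean plus 3 SD, with each screening campaign given its own cutoff, cut at about 60% in these data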;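 further: 0% = DMSO treated cells and 100% = gossypol at 36 µM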
* marks the source's active call; other numbers are inactive results; x = no result given.

1: CCCCn1c(N)c(N(CC(C)C)C(=O)c2ccc(OCc3c(C)noc3C)cc2)c(=O)[nH]c1=O
2: CC#CCN1c2ccccc2[C@]23C[C@@H](C(=O)OC)N(C(=O)c4cc(C)oc4C)C2=NC(C(=O)OC)=C(C(=O)OC)[C@H]13
3: Cc1c(N2C(=O)/C(=C\C3CC=CCC3)SC2=S)c(=O)n(-c2ccccc2)n1C (centres undefined)
4: COc1cc2c(cc1OC)C1Cc3ccc(OC)c(OC)c3CN1CC2 (centres undefined)
5: CCOC(=O)C1CCN(C(=O)c2ccc3c(c2)NC(=O)/C(=C\c2ccc(C)cc2)S3)CC1
6: COc1ccc(-c2nnc3sc(C(C)N4C(=O)c5ccccc5C4=O)nn23)cc1 (centres undefined)
7: CCOC(=O)C1=C(N)N2C(=O)C(C)SC2=C(C(=O)OCC)C1c1cc(OC)c(OC)c(OC)c1 (centres undefined)
8: Cc1cccc(N2CCN(C(=O)Cn3cccc3)CC2)c1C
9: Cc1nc2ccccc2n1CC(=O)N/N=C\c1ccccn1
10: CCCC[C@@H]1C=C(C(=O)O)[C@H](c2ccc(C)cc2)N1S(=O)(=O)c1ccc(C)cc1
assay / entry	1	2	3	4	5	6	7	8	9	10
TROY NFkB inh	-10	7	6	0	39	3	-12	9	4	0
COUP-TFII inh	22	-2	-1	1	-7	-2	-10	4	-8	5
TWEAK-Fn14 inh	-7	10	25	-4	1	-38	-38	6	-4	13
LRH-1 inv ag	7	9	3	10	12	8	-4	-14	14	0
NCOA2 inhibitor	-32	5	-7	2	-17	-1	11	1	-3	27
LMP1 NFkB inh	-15	6	1	3	5	-3	-12	2	17	-3
NOD2 RIPK2 PPI	5	3	1	-11	-4	-4	-3	6	-1	1
TLR9-MyD88 block	1	-3	3	-5	5	2	2	0	4	7
C8 TRAIL sens	-3	-5	-4	-22	18	17	-3	-12	5	-15
NCOA3 inh	7	-3	15	9	12	0	-5	0	9	8
NCOA1 inh	-3	-11	-1	-56	4	6	17	0	-27	1

11: NS(=O)(=O)c1ccc(CNC(=O)CNC(=O)c2ccc(F)cc2)cc1
12: CC1=C(C(=O)N2CCOCC2)C(c2ccsc2)C2=C(CCCC2=O)N1 (centres undefined)
13: COc1ccc(C2CC(c3ccccc3)=NN2c2ccc(N)cc2)cc1 (centres undefined)
14: COc1cccc(OCC(O)CN2CCC(C)CC2)c1 (centres undefined)
15: Cc1ccc(SCc2ccc(C(=O)NCc3cccnc3)cc2)cc1
16: O=C(CSc1nc(=O)n2ccccc2n1)NC1CCCCC1
17: COCCN(Cc1cc2cccc(C)c2[nH]c1=O)C(=O)c1ccccc1
18: CCOC(=O)N1CCN(C(=O)COC(=O)c2cc(Cl)cc(Cl)c2)CC1
19: Cc1ccc(NC(=O)C2CCN(S(=O)(=O)c3cccs3)CC2)c(O)c1
20: O=C1CC(N2CCC(O)(c3ccc(Cl)cc3)CC2)C(=O)N1Cc1ccc(N2CCCC2=O)cc1 (centres undefined)
assay / entry	11	12	13	14	15	16	17	18	19	20
TROY NFkB inh	16	9	-55	13	-13	-3	5	-8	-4	-4
COUP-TFII inh	-4	6	-21	-17	14	17	-11	-4	1	10
TWEAK-Fn14 inh	14	5	-26	18	10	-5	-8	-17	8	-8
LRH-1 inv ag	5	-16	-83	0	-1	25	7	-37	6	7
NCOA2 inhibitor	3	14	-13	-2	10	-15	-5	-20	18	9
LMP1 NFkB inh	5	0	-6	1	-5	-4	-2	3	-3	-1
NOD2 RIPK2 PPI	9	-2	13	-2	-1	3	-7	-11	3	0
TLR9-MyD88 block	-11	0	13	-5	-1	3	-8	1	-7	-3
C8 TRAIL sens	0	9	6	-4	5	-2	-3	-11	3	-1
NCOA3 inh	12	2	-19	2	8	2	8	1	22	13
NCOA1 inh	-3	0	-54	15	-24	3	6	7	-39	-2

Record cards (already shown). Order of screens: TROY NFkB inh	COUP-TFII inh	TWEAK-Fn14 inh	LRH-1 inv ag	NCOA2 inhibitor	LMP1 NFkB inh	NOD2 RIPK2 PPI	TLR9-MyD88 block	C8 TRAIL sens	NCOA3 inh	NCOA1 inh
COCCN(Cc1cc2cccc(C)c2[nH]c1=O)C(=O)c1ccccc1 in the list: 5	-11	-8	7	-5	-2	-7	-8	-3	8	6
O=C1CC(N2CCC(O)(c3ccc(Cl)cc3)CC2)C(=O)N1Cc1ccc(N2CCCC2=O)cc1 (centres undefined) in the list: -4	10	-8	7	9	-1	0	-3	-1	13	-2
O=C(CSc1nc(=O)n2ccccc2n1)NC1CCCCC1 in the list: -3	17	-5	25	-15	-4	3	3	-2	2	3

Next section.
21: CC[n+]1ccc(C[n+]2ccccc2)c2ccccc21
22: Cc1c(C(=O)NC(C)C)c(-c2ccccc2)nn1-c1ccccc1
23: CC(C)(C)c1csc(N/N=C/c2cccnc2)n1
24: CC(C)c1ccc(/C=C/C(=O)CCC(=O)O)cc1
25: CCOC(=O)C1CCN(C(=O)COC(=O)COc2ccccc2OC)CC1
26: O=C1OC(c2ccccc2)c2ccc3ccccc3c21 (centres undefined)
27: CCCCc1cc(-c2n[nH]c(=S)o2)c2ccccc2n1
28: CCN(CC)c1ccc(/C=C(/C#N)c2nc3ccc(C)cc3[nH]2)c(OC(C)C)c1
29: COc1cc2c(cc1OC)[C@@H](NC(=O)c1ccc(C(F)(F)F)cc1)[C@H](OCc1ccccc1)C2
30: Cc1nn(-c2ccccc2)c(C)c1/C=N/NC(=O)c1cc(-c2ccc(Br)s2)[nH]n1
assay / entry	21	22	23	24	25	26	27	28	29	30
TROY NFkB inh	-19	2	-15	-37	-5	-11	10	8	0	13
COUP-TFII inh	-1	-11	-22	-1	-9	3	0	9	-4	5
TWEAK-Fn14 inh	-2	3	-38	26	-7	-27	-20	1	-5	69*
LRH-1 inv ag	-7	0	-85	-113	9	14	26	-18	6	-2
NCOA2 inhibitor	-7	-28	-60	3	13	-22	-21	4	21	-24
LMP1 NFkB inh	-1	6	-17	27	-4	-3	-2	-15	-2	15
NOD2 RIPK2 PPI	8	-1	6	6	1	-8	-7	34*	-3	-5
TLR9-MyD88 block	12	4	1	-12	3	-3	6	23*	-2	-6
C8 TRAIL sens	-1	-27	11	29	-14	0	-9	10	5	41
NCOA3 inh	-2	5	-94	-73	-1	-3	-6	3	10	9
NCOA1 inh	-10	2	-109	-74	-15	-3	-41	5	-5	-5

31: CCOc1nc2ccccc2nc1C
32: CCCn1nc(C(=O)NNC(=O)CCCOc2ccc(C)cc2)c2ccccc2c1=O
33: COC(=O)CSc1cc(C(=O)c2nccn2C)c2ccccc2n1
34: COc1ccc(C(=O)N(Cc2ccco2)C(C(=O)NC2CCCC2)c2ccc(O)cc2)cc1OC (centres undefined)
35: CCN(CC)CCNC(=O)NC1CCCCC1
36: COc1ccc2c(C)cc3nnnn3c2c1
37: Cc1[nH]n(-c2ccccc2)c(=O)c1C=Nc1ccc2[nH]c(=O)[nH]c2c1
38: COCCNC(=O)c1ccc2c(c1)ncn2-c1ccc(F)c(F)c1
39: CCOc1ccc(NC(=O)CSc2nc(C)cc(C)n2)cc1
40: CC#CC[N+](C)(CC#CC)CC(=O)c1ccccc1
assay / entry	31	32	33	34	35	36	37	38	39	40
TROY NFkB inh	-1	5	-5	22	-1	-3	-24	-1	-2	21
COUP-TFII inh	0	10	11	-3	13	-24	-12	-29	6	1
TWEAK-Fn14 inh	14	-12	-10	7	-1	-8	-3	-48	-2	13
LRH-1 inv ag	4	21	0	18	-9	-25	20	-12	12	21
NCOA2 inhibitor	5	2	-32	2	15	-18	-11	-38	-14	11
LMP1 NFkB inh	-3	-4	0	-3	-2	3	-4	4	2	7
NOD2 RIPK2 PPI	8	-3	-9	3	-8	-11	-34	1	-15	0
TLR9-MyD88 block	0	13	9	12	-6	3	2	3	0	0
C8 TRAIL sens	0	-4	0	-18	3	9	0	4	8	0
NCOA3 inh	12	-9	6	-23	9	5	21	-7	20	12
NCOA1 inh	-8	3	-13	-7	1	-19	15	-23	-5	3

Brought forward from above: 2 entries, followed by the next part.
39: CCOc1ccc(NC(=O)CSc2nc(C)cc(C)n2)cc1
40: CC#CC[N+](C)(CC#CC)CC(=O)c1ccccc1
41: COc1ccc(OC)c(NC(=O)CSc2nnc(Cn3nnc4ccccc43)n2C)c1
42: COc1ccc(Br)cc1/C=N/n1c(C)nc2ccccc2c1=O
43: CC(C)(C)N(NC(=O)c1ccccc1)C(=O)c1ccc(C(=O)N(NC(=O)c2ccccc2)C(C)(C)C)cc1
44: O=C(NC[C@H]1CCCO1)c1cccc2c1C(=O)c1ccc(-c3ccc(F)cc3OCc3ccccc3)cc1S2(=O)=O
45: CCOC(=O)c1c(-c2cccc3ccccc23)csc1NC(=O)C1C2CCC(O2)C1C(=O)O (centres undefined)
46: Clc1cccc(CNc2ccn3nc(-c4ccccc4)cc3n2)c1
47: O=C(NNC(=S)NC(=O)c1cccs1)c1ccc(NC(=O)c2ccccc2)cc1
48: Cc1cccc(OCc2nn[nH]n2)c1C
49: COc1ccc(C(=O)Nc2ccc(N3CCOCC3)cc2)cc1S(=O)(=O)N1CCCC1
50: CC(C)c1ccc(S(=O)(=O)N2CCN(C(=O)c3cc([N+](=O)[O-])ccc3N3CCOCC3)CC2)cc1
51: O=C(Nc1ccc2ccccc2c1)NC1CCS(=O)(=O)C1 (centres undefined)
52: CCc1noc(C)c1C(=O)Nc1cccc(S(=O)(=O)N2CCCCCC2)c1
53: COc1ccccc1C(=O)N/C(=C\c1ccccc1)C(=O)NC(Cc1ccccc1)C(=O)O (centres undefined)
assay / entry	39	40	41	42	43	44	45	46	47	48	49	50	51	52	53
TROY NFkB inh	-2	21	0	6	-4	-3	-4	-35	4	2	5	10	-16	7	9
COUP-TFII inh	6	1	12	-14	-23	17	0	-25	9	7	-16	1	-4	-11	11
TWEAK-Fn14 inh	-2	13	0	-12	6	17	-39	1	24	-7	-8	9	-4	-6	-10
LRH-1 inv ag	12	21	12	-7	-21	-1	-2	-59	1	4	22	6	-8	7	6
NCOA2 inhibitor	-14	11	11	-2	7	1	16	-77	15	18	-2	-14	-31	-3	-44
LMP1 NFkB inh	2	7	1	0	-1	-4	4	x	10	14	0	4	-1	5	-3
NOD2 RIPK2 PPI	-15	0	-6	-1	-10	-2	-6	7	-6	3	-8	1	-4	-15	0
TLR9-MyD88 block	0	0	10	-1	-16	5	-4	x	-2	-2	1	2	4	-6	4
C8 TRAIL sens	8	0	-6	-26	-3	31	-7	14	25	-10	3	-16	5	-15	-5
NCOA3 inh	20	12	6	-9	3	-16	11	-54	2	-10	0	13	-3	13	-14
NCOA1 inh	-5	3	3	-17	0	-11	-1	-42	-5	5	1	15	-24	-3	5

Some of the compounds tested, so the mix of outcomes need not match the whole.
